High-throughput results: PubChem BioAssay, National Center for Advancing Translational Sciences (NCATS)
TDP1 block: qHTS Assay for Inhibitors of Tyrosyl-DNA Phosphodiesterase (TDP1); Tyrosyl-DNA phosphodiesterase 1 (Homo sapiens), Q9NUW8; recombinant TDP1, AlphaScreen DNA substrate cleavage; Potency, µM (titrated, usually from 130 µM), inactives show at the top dose activity change, negative = inhibition, actives largely listed as inhibitors; AID 485290, 2010; hit rate 0.28% among 350,000; note: nearly all actives have a fitted effect of over 40% in size
Target sequence (Q9NUW8 whole entry, looked up): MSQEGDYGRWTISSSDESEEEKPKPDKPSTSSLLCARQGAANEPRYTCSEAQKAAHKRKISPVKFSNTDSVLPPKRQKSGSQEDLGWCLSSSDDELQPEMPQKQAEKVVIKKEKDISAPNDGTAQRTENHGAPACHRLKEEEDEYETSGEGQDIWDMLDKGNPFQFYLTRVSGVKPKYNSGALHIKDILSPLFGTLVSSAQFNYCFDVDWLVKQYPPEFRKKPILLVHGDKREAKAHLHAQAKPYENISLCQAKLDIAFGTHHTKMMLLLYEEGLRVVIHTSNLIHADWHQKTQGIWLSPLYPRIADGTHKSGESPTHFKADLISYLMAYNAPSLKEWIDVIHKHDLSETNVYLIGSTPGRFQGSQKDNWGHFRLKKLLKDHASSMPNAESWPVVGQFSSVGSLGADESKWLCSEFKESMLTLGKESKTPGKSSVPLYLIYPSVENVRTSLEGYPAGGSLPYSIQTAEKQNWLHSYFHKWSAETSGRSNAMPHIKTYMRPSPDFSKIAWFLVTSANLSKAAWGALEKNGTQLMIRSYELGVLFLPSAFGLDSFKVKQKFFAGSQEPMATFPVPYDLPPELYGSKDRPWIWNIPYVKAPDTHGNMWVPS
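AlphaScreen read-out: signal falls as enzyme removes the 3' tyrosine-FITC from a 5'-biotinylated DNA oligo (15 nM, 5 min, RT). Enzyme was E. coli-made recombinant Tdp1 at 1 nM, exposed to compound for 15 min beforehand; beads 10 ug/ml, 10 min.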
TDP1 cell noCPT: qHTS for Inhibitors of human tyrosyl-DNA phosphodiesterase 1 (TDP1): qHTS in cells in absence of CPT | DT40 Tdp1-/- hTDP1 cells, no CPT, ATP luminescence, 48 h | Potency, µM (doses to about 46.2 µM), inactives show top-dose activity change, negative = growth inhibition, actives largely listed as inhibitors | hit rate 15% among 420,000; note: nearly all actives have a fitted effect of over 55% in size
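Seeded 400 DT40-hTDP1 cells/well (vehicle DMSO, no 20 nM CPT); pinned compounds; ≥48 hr at 37 °C; CellTiter-Glo luminescence as viability measure.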
N370S GC: qHTS Assay for Inhibitors and Activators of N370S glucocerebrosidase as a Potential Chaperone Treatment of Gaucher Disease. Lysosomal acid glucosylceramidase (Homo sapiens), P04062. N370S GC spleen homogenate, 4MU-glucoside fluorescence. Potency, µM (highest dose often 59.4 µM), for the others: at the highest dose activity change, negative = inhibition, actives largely listed as inhibitors. hit rate 0.092% among 330,000. AID 2101, 2009;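 note: 0% = full enzyme activity and -100% = no enzyme basal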
* hit, by the source's call; ? = inconclusive; nt = not tested or not shown; [ ] = dose if it differs, or a comment. Calls come from the whole dose curve; as a rule, active = well fitted curve in the direction sought with a large enough effect; inconclusive = small, poorly fitted or top-dose-only effect, or another doubt; inactive = no such curve, though single readings can be large; an effect the other way counts as inactive or inconclusive. Unless noted, % is set by controls: 0 for no effect and ±100 for the full control effect; potency is the fitted concentration of half-maximal effect.

The line under a structure holds: TDP1 block | TDP1 cell noCPT | N370S GC
> COc1ccc(NC(=O)CC2C(=O)NCCN2C(=O)c2ccc(Cl)cc2)cc1 (stereo not given)
    0% | -17% | -1%
> O=C(c1ccc2ncsc2c1)N1CCCCC1
    4% | 20% | -2%
> CCc1ccc(NC2=CC(=O)CC(C)(C)C2)cc1
    nt | -13% | -7%
> O=C(CC(=O)Nc1ccc(Cl)c(Cl)c1)N/N=C/c1ccc(O)cc1
    5% | ? | ?
> CC1CCCN(C(=O)Cn2nnc(-c3ccccc3F)n2)C1 (stereo not given)
    nt | 26% | -15%
> O=C(NCC1CCCN(Cc2ccc3nonc3c2)C1)c1ccc(F)cc1 (stereo not given)
    1% | -12% | 5%
> Cc1ccc(SCCC(=O)Nc2ccccc2C(=O)N2CCOCC2)cc1
    3% | -13% | 4%
> CNC(=O)C1CC(=O)N(Cc2ccc3c(c2)OCO3)C(=Nc2ccc(OC)cc2)S1 (stereo not given)
    6% | -14% | -12%
> O=C(NCCN1CCOCC1)c1ccc2ccccc2n1
    2% | -11% | 4%
> O=C(NCc1cccs1)c1cccc(N2CCCC2=O)c1
    2% | -7% | 0%
> Cc1cc(Cl)ccc1NC(=S)N1CCC(C(N)=O)(N2CCCCC2)CC1
    5% | ? | -6%
> Cc1cc(=O)c2n(Cc3ccc(Cl)cc3)nc[n+]2[nH]1
    6% | -8% | 2%
> COc1ccc(OC)c(N(CC(=O)NCCSc2ccccc2)S(C)(=O)=O)c1
    1% | -13% | -1%
> O=C(Nc1cccc(S(=O)(=O)Nc2ccc(Cl)cc2)c1)c1ccc2c(c1)OCCO2
    2% | 10µM* | 2%
> COC(=O)c1ccccc1NC(=S)NC(=O)COc1ccccc1
    1% | ? | -3%
> O=C(NCc1nnc(SCC(=O)N2CCCC2)o1)c1cccc(C(F)(F)F)c1
    0% | -19% | -14%
> Nc1nnc(CC(=O)N/N=C\c2cc([N+](=O)[O-])ccc2O)s1
    8% | ? | -3%
> CN(C)c1ccc(CNC23CN4CN(CN(C4)C2)C3)cc1
    0% | 18µM* | -2%
> O=C(NCCCO)C(=O)NCc1ccccn1
    -3% | -18% | 10%
> COc1ccc(CNC(=O)c2cc3cccc4c3n2CC(C)S4)cc1OC (stereo not given)
    8% | 23µM* | nt
> N=C(N)SCc1nc2ccccc2c(=O)n1-c1ccccc1Cl
    -2% | 21µM* | -2%
> O=C(NCCc1ccc(C(F)(F)F)cc1)C1COc2ccccc2O1 (stereo not given)
    0% | -22% | -2%
> Cc1cc2nc3n(c2cc1C)CC1CC(C(=O)NCc2cccc(C(F)(F)F)c2)N(C)C31 (stereo not given)
    1% | -5% | -7%
> Cc1ccc(N2CC(C(=O)NNC(=O)c3ccc(F)cc3)CC2=O)cc1 (stereo not given)
    1% | 29% | nt
> COc1ccc(-c2nnnn2C(C)C)cc1S(=O)(=O)Nc1ccccc1
    1% | 15% | 3%
> O=C(/C=C/c1ccc(S(=O)(=O)N2CCOCC2)cc1)Nc1cc(F)ccc1F
    1% | 21µM* | nt
> O=[N+]([O-])c1ccc(/C=N/N=C/c2ccc([N+](=O)[O-])o2)o1
    nt | 0.73µM* | -4%
> Cc1cc(C(=O)Nc2cccc3ccccc23)co1
    7% | 2% | 10%
> O=c1cc(O)c(-c2ccccc2Cl)c(Cl)[nH]1
    -8% | -15% | -3%
> O=C(CCCN1C(=O)c2ccccc2C1=O)Nc1nc2ccccc2[nH]1
    6% | -20% | -12%

The closing 2 compounds of the part above open the next one:
The line under a structure holds: TDP1 block | TDP1 cell noCPT | N370S GC
> O=c1cc(O)c(-c2ccccc2Cl)c(Cl)[nH]1
    -8% | -15% | -3%
> O=C(CCCN1C(=O)c2ccccc2C1=O)Nc1nc2ccccc2[nH]1
    6% | -20% | -12%
> CC(C(=O)N/N=C/c1ccc(N(C)C)c(Br)c1)N(c1ccccc1)S(C)(=O)=O (stereo not given)
    2% | 9.2µM* | -2%
> CCOc1ccc(-n2c(SCC(=O)c3c(N)n(C)c(=O)n(C)c3=O)nnc2-c2cccnc2)cc1
    4% | -3% | -11%
> Cc1ccc(C)c(N2C(=O)CC(N3CCN(Cc4ccc5c(c4)OCO5)CC3)C2=O)c1 (stereo not given)
    2% | -17% | -7%
> Cc1ccc(S(=O)(=O)N/N=C2/CC(c3ccccc3)Oc3ccccc32)cc1 (stereo not given)
    2% | -4% | ?
> COc1ccccc1-c1nn(-c2ccccc2)cc1C(=O)NCC(c1ccco1)N1CCCC1 (stereo not given)
    3% | ? | nt
> CC(C)(C)N1CSC(=S)N(Cc2ccccc2)C1
    1% | 4.6µM* | 6%
> CCCCCCCCCCCCC(C(=O)O)C(C)C(=O)O (stereo not given)
    7%[56.1 µM] | -20% | -2%
> CC(=O)Nc1ccc(/C=N/Nc2nc3ccccc3[nH]2)cc1
    -2% | -9% | 13%
> Cc1nc(N2CCCC2)c2c(C(=O)N3CCN(c4ccccc4)CC3)c(C)oc2n1
    3% | -10% | nt
> Clc1ccccc1OCCn1nnc2ccccc21
    nt | -5% | 0%
> O=C(NC1CCCCC1)C(=S)N1CCCC1
    0% | 3% | -7%
> Cc1ccc(C2CC(=O)C(C=NCCN3CCN(CC(=O)Nc4cc(C)cc(C)c4)CC3)=C(O)C2)cc1 (stereo not given)
    6% | -16% | -10%
> CCCCOC(=O)c1ccc(NC(=O)C(=O)NCCN(C)C)cc1
    nt | 21µM* | 0%
> CCCCNC(=O)C1CCCNC1=O (stereo not given)
    6% | -7% | -15%
> N#Cc1ccc(/C=C/C(=O)c2ccc3c(c2)OCO3)cc1
    0% | 23µM* | -3%
> COC(=O)C(O)(CC(=O)Nc1ccc(C)c(F)c1)C(F)(F)F (stereo not given)
    6% | 0% | 5%
> CC(Cc1cccs1)NC(=O)CCCn1nnnc1CN1CCOCC1 (stereo not given)
    2% | 0% | -20%
> CCCCNc1nc2c(S(=O)(=O)c3ccc(C)c(C)c3)nnn2c2ccsc12
    5% | -12% | nt
> O=C(NCCc1csc2nc(-c3cccc(F)c3)nn12)c1ccc(Br)o1
    2% | ? | nt
> Cc1cc(C)c2c(n1)nn1c(C)c(CCC(=O)NCc3ccco3)c(C)nc21
    5% | -9% | 6%
> CCOc1cccc(N(C(=O)CNC(=O)c2ccco2)C(C(=O)NCC2CCCO2)c2ccccc2)c1 (stereo not given)
    nt | ? | -10%
> CC(C)(C)c1ccc(C2=NC(=O)C(CC(=O)O)S2)cc1 (stereo not given)
    -6% | ? | -4%
> Cc1ccc(C)c(N2CCN(C(=O)c3ccc(Cn4c(=O)[nH]c5ccccc5c4=O)cc3)CC2)c1
    9% | ? | ?
> Cc1ccc(C)c(NC(=O)CCCn2nc(C)c3sc4ccccc4c3c2=O)c1
    9% | -25% | nt
> CC[C@]12c3[nH]c4ccccc4c3CCN1C(=O)C(CC(=O)NCCN1CCOCC1)C[C@@H]2C(=O)N1CCN(C(=O)C2CC2)CC1 (stereo not given in full)
    0% | -2% | nt
> O=C(O)c1ccccc1OCCOc1ccccc1C(=O)O
    7% | -3% | -13%
> Cn1c(=O)c2c(nc(N3CCNCC3)n2Cc2cccc3ccccc23)n(C)c1=O
    6% | ? | 2%
> CCC(NC(=O)COc1ccc([N+](=O)[O-])cc1)c1ccccc1 (stereo not given)
    -1% | nt | 6%
> COc1ccc(-c2noc(-c3ccc(C)cc3)n2)cc1
    -1% | -26% | 11%
> COc1ccc(NC(=O)CCN2CCN(S(=O)(=O)c3cc(Cl)ccc3OC)CC2)cc1
    7% | -29% | -6%

Next part.
smiles | TDP1 block | TDP1 cell noCPT | N370S GC
O=C(O)CCN1Cc2ccccc2C1=O | 1% | -16% | -15%
COC(=O)Cc1cc(OC)c(OC)cc1S(=O)(=O)N(C)C | 5% | 7% | -8%
Cc1ccc(S(=O)(=O)c2cn(C)c3cc(N4CCCCC4)c(F)cc3c2=O)cc1 | 4% | ? | nt
Cc1ccc(NC(=O)CN(C)C(=O)c2ccc(Sc3nncn3C)c([N+](=O)[O-])c2)cc1 | 0% | -2% | nt
O=C(c1ccc(N2C(=O)CCC2=O)cc1)N1CCN(c2ccccc2)CC1 | 1% | -10% | 3%
CSc1ncc(C(=O)Nc2cccc(Cl)c2C)c(C)n1 | nt | -17% | -5%
Cc1ccc(CN2CCC(Oc3cccc(C(=O)NCc4cccnc4)c3)CC2)o1 | -3% | 0% | -4%
O=C(C1CCN(S(=O)(=O)c2ccc(Cl)cc2)CC1)N1CCOCC1 | 6% | 2% | 23%
COc1ccc(/C(C)=N/N2CCOCC2)c(O)c1 | 1% | 4% | 1%
CCOc1cc(CN2CCN(c3cccc(C(F)(F)F)c3)CC2)ccc1OC | -1% | 16µM* | -7%
Cc1nn(C)cc1/C=N/NC(=O)c1ccc2c(c1)OCO2 | 0% | -9% | 5%
NC(=O)c1ncc(C(F)(F)F)cc1Oc1ccc(C(F)(F)F)cc1 | 5% | -23% | -5%
CCCCC(=O)Nc1ccccc1N1CCN(c2ccccc2)CC1 | 1% | 0% | 2%
Cc1nn(C)cc1/C=N/O | 3% | -5% | -4%
CCOc1ccc(S(=O)(=O)NCc2ccc(Cl)cc2)c2cccnc12 | 3% | ? | -8%
COc1ccccc1CN(Cc1c(Cl)cccc1Cl)S(=O)(=O)c1ccc(Br)cc1 | 10% | 21µM* | nt
Cc1ccc(C)c(CSc2nc(-c3ccccc3F)nc3c2Cc2c(CO)cnc(C)c2O3)c1 | 0% | -14% | nt
COc1ccc(OC)c(S(=O)(=O)NC(C)CCc2ccccc2)c1 (stereo not given) | nt | -1% | 9%
O=C(COC(=O)CC12CC3CC(CC(C3)C1)C2)Nc1cccnc1Cl | 3% | -21% | 3%
CCCNC(=O)c1nc2ncc(Br)cn2n1 | 0% | 4% | -7%

Of the compounds above, these have a thiophene ring, fused or not.
smiles | TDP1 block | TDP1 cell noCPT | N370S GC
O=C(NCc1cccs1)c1cccc(N2CCCC2=O)c1 | 2% | -7% | 0%
CC(Cc1cccs1)NC(=O)CCCn1nnnc1CN1CCOCC1 (stereo not given) | 2% | 0% | -20%
CCCCNc1nc2c(S(=O)(=O)c3ccc(C)c(C)c3)nnn2c2ccsc12 | 5% | -12% | nt
Cc1ccc(C)c(NC(=O)CCCn2nc(C)c3sc4ccccc4c3c2=O)c1 | 9% | -25% | nt

Next part
smiles | TDP1 block | TDP1 cell noCPT | N370S GC
Clc1ccc(C2=C3CCCCn4c(-c5ccccc5)c[n+](c43)C2)cc1 | 10% | ? | -17%
COc1ccc(NC(=S)Nc2ccc(S(N)(=O)=O)cc2)c(OC)c1 | 5% | 0% | -4%
O=C(Nc1ccc(S(=O)(=O)Nc2ncccn2)cc1)c1ccccc1 | nt | 0% | -3%
Cc1ccc(C(=O)NC2CCN(CC(=O)NCc3cccs3)CC2)cc1 | 5% | 17% | 1%
COCC(=O)N1CCC2(CC1)CCN(C(=O)NC(C)C)CC2 | nt | -7% | 9%
Nc1nc2n(n1)C(c1cccc(Br)c1)CC(c1ccc(F)cc1)N2 (stereo not given) | 0% | ? | ?
C=C(C)CNC(=S)N/N=C/c1ccc([N+](=O)[O-])cc1 | 8% | -2% | -10%
CCOC(=O)N(C)OC(=O)Nc1ccc(Cl)c(Cl)c1 | 0% | -22% | 2%
CN(C)c1ncc2nc(-c3ccc(Cl)cc3)c(=O)n(-c3ccccc3)c2n1 | nt | 0% | 16%
COc1cccc(CNc2ccc([N+](=O)[O-])cc2Cl)c1O | 5% | ? | nt
COc1cccc(Nc2ncc3nc(-c4ccccc4)c(=O)n(C[C@H]4CCCO4)c3n2)c1 | nt | ? | 3%
Cc1cc(NC(=O)c2c(Cl)cccc2Cl)no1 | -3% | -6% | ?
Cc1ccc(S(=O)(=O)Nc2cc(C(C(=O)OC(C)C)C(=O)C(F)(F)F)c(O)c3ccccc23)c(C)c1 (stereo not given) | 8% | ? | 3%
CC(=O)N1CC(C)Oc2ccc(S(=O)(=O)Nc3ccc(Cl)cn3)cc21 (stereo not given) | 1% | 2% | -1%
Cc1nc(NCc2ccccc2)c2nc(-c3ccccc3)n(CCCN(C)C)c2n1 | 6% | nt | -12%
O=C(COC(=O)c1ccccc1Nc1ccccc1)NCc1ccccc1 | 0% | ? | 13%
CCOC(=O)c1c(-c2ccc(C)cc2)csc1NC1=NS(=O)(=O)c2ccccc21 | -8% | ? | 11%
O=C(NC1CCCC1)c1cccc(Cl)c1 | 1% | -2% | 6%
COC(=O)c1cc(S(=O)(=O)NCc2ccc(Br)cc2)c[nH]1 | -2% | -15% | 1%
Cc1ccc(-c2nc3ccccc3c(=O)n2CCN2CCOCC2)cc1 | 3% | -24% | 1%
Cc1cc(=O)[nH]c(N/N=C/c2c(O)n(-c3ccccc3)c(=O)c3ccccc23)n1 | 11% | ? | -18%

Not all compounds are listed, so the mix of outcomes need not match the whole.
